Compound activity: PubChem BioAssay, several laboratories
RBBP9 inhibitor: inhibitors of human serine hydrolase RBBP9; O75884; recombinant RBBP9, FP-Rh probe fluorescence polarization; inhibition, % at 7.94 µM; 0.2% of 220,000 active;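 active means inhibition above the campaign mean of all tested compounds plus 3 SD, cut at about 14% in these data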;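 further: plate controls were DMSO wells with RBBP9 for no effect and wells lacking RBBP9 protein for full effect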
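Measured by – fluorescence polarization · Test system – RBBP9 protein · Input – 2.5 µM RBBP9 dispensing solution, before mixing · Measure – percent inhibition from mP, scaled between DMSO and no-protein wells · Benchmarks – DMSO-treated enzyme wells and wells lacking RBBP9 · Times – preincubation 30 min plus labeling 45 min at 25 °C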
NPY-Y2 PAM-ag: human NPY-Y2 potentiation or agonism, primary screen; P49146; cells expressing NPY-Y2, potentiator/agonist read-out; activation, % at 3.6 µM; 0.45% of 220,000 active; AID 1359; in the data active means activation above about 27%;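 further: cells stimulated with NPY near EC25 plus isoproterenol at EC100; 0% = vehicle plus submaximal agonist and 100% = vehicle plus saturating agonist; some results beyond the cut were filed as inactive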
Runt-CBFb FRET: blocks binding of human RUNX1 Runt domain to CBFb | 0.46% of 220,000 active | Q01196+Q13951 | Cerulean-Runt/Venus-CBFb FRET ratio 530/480, 1 h | inhibition, % at 20 µM;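 active means inhibition over about 50% at 20 µM in the single-dose screen, limit read from the data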;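 further: 0% = DMSO wells and 100% = excess unlabeled CBFb competitor control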
Target sequence (Q01196 whole entry, looked up, the tested form may be a part): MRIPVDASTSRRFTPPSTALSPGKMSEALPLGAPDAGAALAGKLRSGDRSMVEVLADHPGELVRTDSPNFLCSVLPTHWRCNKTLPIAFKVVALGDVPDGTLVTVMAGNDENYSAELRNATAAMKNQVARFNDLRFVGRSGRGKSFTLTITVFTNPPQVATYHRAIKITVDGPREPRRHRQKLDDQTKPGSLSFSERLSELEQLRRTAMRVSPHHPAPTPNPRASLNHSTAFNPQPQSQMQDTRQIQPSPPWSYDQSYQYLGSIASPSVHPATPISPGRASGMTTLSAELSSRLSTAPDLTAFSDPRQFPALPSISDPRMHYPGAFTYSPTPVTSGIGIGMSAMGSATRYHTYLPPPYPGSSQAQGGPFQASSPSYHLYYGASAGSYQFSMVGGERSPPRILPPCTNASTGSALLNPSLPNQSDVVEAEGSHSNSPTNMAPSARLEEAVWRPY
Target sequence (Q13951 whole entry, looked up, the tested form may be a part): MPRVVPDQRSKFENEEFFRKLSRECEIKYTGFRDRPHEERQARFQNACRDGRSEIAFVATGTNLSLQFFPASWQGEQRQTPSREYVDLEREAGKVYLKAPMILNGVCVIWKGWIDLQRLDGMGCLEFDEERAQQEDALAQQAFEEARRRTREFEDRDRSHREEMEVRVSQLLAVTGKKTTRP
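test system = Cerulean-Runt domain fusion protein, energy donor | probe or stimulus = Venus-CBFb binding partner, 100 nM | incubation = two 1 h room-temperature incubations shielded from light | detection = fluorescence energy transfer, 422 nm excitation, 530/480 nm emission | measure = loss of energy transfer signal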
Ba/F3 V617F tox: loss of viability in JAK2V617F-driven Ba/F3 cells; Ba/F3 EpoR-JAK2V617F viability, ATP luminescence; inhibition, % at 5.6 µM; 1.1% of 220,000 active; AID 1446;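 active means inhibition above the campaign mean plus 3 SD over all tested compounds, cut at about 24% in these data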;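 further: cytokine-independent growth of Ba/F3 cells driven by EpoR plus mutant JAK2; 0% = DMSO-treated cells and 100% = JAK inhibitor I control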
NPY1 pot ag: potentiators or agonists of human neuropeptide Y receptor Y1; P25929; 0.37% of 220,000 active; activation, % at 3.6 µM; NPY-Y1 expressing cells, potentiator/agonist activation; in the data active means activation above about 33%, passing the limit was not always enough;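 further: cells stimulated with NPY at EC10 then isoproterenol at EC100; 0% = low agonist plus stimulus and 100% = saturating agonist plus stimulus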
Target sequence (P25929 whole entry, looked up): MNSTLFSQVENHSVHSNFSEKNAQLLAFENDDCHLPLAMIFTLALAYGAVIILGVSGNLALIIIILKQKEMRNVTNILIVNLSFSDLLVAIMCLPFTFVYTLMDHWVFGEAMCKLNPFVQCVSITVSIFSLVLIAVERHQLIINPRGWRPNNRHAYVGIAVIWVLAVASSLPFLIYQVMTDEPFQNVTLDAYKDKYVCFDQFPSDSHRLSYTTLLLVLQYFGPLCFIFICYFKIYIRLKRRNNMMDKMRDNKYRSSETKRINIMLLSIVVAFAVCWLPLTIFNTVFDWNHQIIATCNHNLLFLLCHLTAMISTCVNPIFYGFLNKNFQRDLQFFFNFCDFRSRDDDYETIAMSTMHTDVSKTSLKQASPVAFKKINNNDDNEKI
NPY-Y1 antag: NPY-Y1 (human) receptor antagonism; inhibition, % at 3.6 µM; 1% of 200,000 active; HEK293-CNG Y1 cells, membrane potential fluorescence; NPY at EC95, then isoproterenol;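 active means inhibition above the campaign mean inhibition of all tested compounds plus 3 SD, cut at about 20% in these data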;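 further: 0% = DMSO wells given NPY plus isoproterenol and 100% = isoproterenol alone without NPY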
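Material: HEK293 Y1/CNG channel cell line; also added: NPY (25 nM), isoproterenol (1 µM), Ro 20-1724 (25 µM); doses: one concentration, 3.6 µM, in 0.4% DMSO; schedule: compound incubation 1 h at room temperature, readout 45 min post-stimulation; technique: membrane potential fluorescence; measure: fluorescence ratio normalized to % inhibition between controls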
BaF3 parental: reduces parental Ba/F3 cell viability, JAK2V617F counter-screen. CellTiter-Glo ATP luminescence. inhibition, % at 5.6 µM. 1.1% of 220,000 active;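 active means inhibition above a per-campaign cutoff, the mean inhibition of all tested compounds plus 3 SD, cut at about 27% in these data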;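 further: 0% = DMSO wells and 100% = JAK Inhibitor I control wells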
S1P4 antag: blocks the human S1P4 receptor. O95977. S1P4-expressing cells, antagonist mode, reporter read-out. inhibition, % at 4.98 µM. 0.26% of 220,000 active. AID 1510; in the data active means inhibition above about 29%;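 further: 0% = wells stimulated with agonist and 100% = vehicle wells without agonist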
S1P4 ag: activates the human S1P4 receptor; activation, % at 4.98 µM; 0.35% of 220,000 active; O95977; S1P4-expressing cell line, agonist reporter assay; in the data active means activation above about 11%;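 further: 0% = DMSO vehicle and 100% = reference agonist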
An asterisk follows results filed as active; . = no result given.

Sequence of screens: RBBP9 inhibitor	NPY-Y2 PAM-ag	Runt-CBFb FRET	Ba/F3 V617F tox	NPY1 pot ag	NPY-Y1 antag	BaF3 parental	S1P4 antag	S1P4 ag
CCCOc1cc(C)c(Cl)cc1S(=O)(=O)N(CC)CC
  -9.6	0.0	-5.0	-5.8	-16.4	5.9	-0.6	-11.5	1.4
CCCCNC(=O)NS(=O)(=O)c1ccc(C(=O)OC)o1
  1.5	0.7	1.0	-2.8	8.9	8.7	0.6	-17.2	3.5
CC(=O)c1cccc(NC(=O)CN2C(=O)C3C4C=CC(C4)C3C2=O)c1 (configuration not stated)
  -11.1	-12.0	-3.0	3.8	-24.4	3.2	0.8	-7.2	-1.0
O=c1[nH]nc(CNc2ccc(O)cc2)c2ccccc12
  17.0*	12.1	16.3	3.4	4.3	-5.6	7.9	-2.2	1.0
CCCc1cc(C(=O)Nc2sc(C(C)=O)c(C)c2C(=O)OCC)no1
  -3.7	-3.2	2.5	-3.5	-10.3	-0.2	0.0	-8.6	-1.4
COc1cc(-c2nn3c(-c4ccccn4)nnc3s2)cc(OC)c1OC
  1.5	-7.5	-0.6	-2.3	13.9	3.8	2.0	-26.5	2.9
COC(=O)CSc1ncnc2c1sc1nc(N3CCOCC3)c3c(c12)CCCC3
  -10.8	-22.3	.	-2.3	-35.9	4.5	5.5	-10.1	0.5
COc1cccc(C2/C(=C(/O)c3cnn(-c4ccccc4)c3C)C(=O)C(=O)N2CCN(C)C)c1OC (configuration not stated)
  -5.5	-1.8	.	-3.1	10.3	1.3	2.8	-12.6	0.2
CC1CCC2C(=O)N(c3ccc(NC4CCN(Cc5ccccc5)CC4)c([N+](=O)[O-])c3)C(=O)C2C1 (configuration not stated)
  0.7	10.3	-2.2	0.5	16.6	-4.7	1.2	-12.4	0.2
O=C(c1cccc([N+](=O)[O-])c1)N1CCOCC1
  -5.8	-9.1	-2.2	1.4	-6.1	0.7	4.9	-16.6	0.6
CCC(CC)C(=O)NC12CC3CC(CC(C3)C1)C2
  -5.5	-8.8	-0.9	-1.8	-24.2	2.1	-0.2	-3.7	0.3
COc1ccc2oc(=N)c(-c3nnc4n3CCCCC4)cc2c1
  -2.0	-1.9	4.6	-4.0	1.0	-0.7	-0.7	0.6	0.3
Cc1ccc(C2C(C#N)=C(N)N(c3ncn[nH]3)C3=C2C(=O)CC(C)(C)C3)cc1 (configuration not stated)
  -3.6	-5.1	-0.8	-3.4	4.7	-0.1	3.3	0.2	1.8
COc1ccc(C(=O)Nc2ccc(OCc3ccccc3)cc2)cc1[N+](=O)[O-]
  0.2	-12.6	-3.7	3.3	-3.5	-0.8	3.0	-3.2	1.9
Cc1ccc(-c2nn(C)c(=O)c3ccccc23)cc1CNC(=O)c1ccco1
  -6.2	-5.2	-1.4	6.4	10.0	5.0	9.1	-2.0	-2.4
CC1CCc2nc3ccccc3c(C(=O)OCC(=O)NC3CCS(=O)(=O)C3)c2C1 (configuration not stated)
  -4.3	-2.2	0.4	2.7	0.0	3.5	7.2	-3.7	0.1
CCOc1ccccc1N(CC(=O)NC1CCCC1)C(=O)CCC(=O)Nc1cc(C)on1
  -9.4	4.0	1.5	1.0	-21.2	-8.5	4.2	2.1	-2.6
O=[N+]([O-])c1cc(Cl)cc2c1nc(NCCO)c1ccccc12
  -4.9	30.8	-2.4	-0.8	4.2	.	7.5	-5.6	1.1
CCNc1nc(Oc2ccc(C(=O)OC)cc2)nc(SC)n1
  -4.6	-17.1	0.7	0.5	-12.6	-3.5	2.3	-20.1	0.0
Cc1nc2ccccn2c1C(=O)OCC#N
  0.5	-8.5	-0.5	-1.2	-5.1	-2.9	0.1	-4.6	-0.2
COCCNC(=O)c1ccccc1NC(=O)c1ccccc1N(C)S(=O)(=O)c1ccccc1
  2.2	-8.6	0.8	0.7	3.4	3.3	6.2	5.0	-1.1
O=S(=O)(NCc1cc(-c2ccc(Cl)cc2)no1)c1ccc(Cl)cc1
  -5.0	-49.6	-2.0	0.0	-18.8	3.6	3.6	-21.7	-4.0
COc1ccc(/C=C2\CCCc3c2nc2ccccc2c3C(=O)OCC(=O)c2c(N)n(C)c(=O)n(C)c2=O)cc1
  -18.7	-0.6	0.8	0.2	-7.6	-3.5	5.3	-16.6	0.0
Cc1ccc(-c2ccc(/C=N/NC(=O)c3ccccc3O)o2)cc1
  5.1	-5.5	9.8	-4.3	-8.5	.	0.7	3.0	-0.5
CN(C)/C=C1\N=C(c2ccc3c(c2)OCO3)OC1=O
  10.9	-4.2	0.2	2.1	-9.1	2.3	3.2	-9.2	1.5
CCc1ccc(S(=O)(=O)NCCc2cn3ccc(C)cc3n2)s1
  -5.4	-11.2	-0.9	-4.8	5.7	0.2	2.5	-9.7	0.9
COC(=O)Nc1nc2ccc(-c3n[nH]c(=O)c4ccccc34)cc2[nH]1
  4.2	-8.9	-3.8	-3.3	-28.9	2.4	2.9	-1.2	1.9
CCOc1ccc(NC(=S)NC(C)c2cccs2)cc1 (configuration not stated)
  -5.2	-14.4	-2.0	5.8	-22.1	-1.9	7.7	-1.9	0.3
Cn1nc(C(F)(F)F)c(/C=N/OCc2c(Cl)cccc2Cl)c1Cl
  -5.7	-6.0	-2.5	-4.7	-9.6	12.8	3.3	-24.2	-0.3
CSCCC(NC(=O)c1ccccc1)C(=O)NC1CCCC1 (configuration not stated)
  -7.3	-1.5	1.3	-5.1	3.0	-6.8	0.8	-22.3	-2.0
CCOC(=O)C1C(=O)C=C(c2ccc(C)cc2)CC1c1cccc([N+](=O)[O-])c1 (configuration not stated)
  -8.1	-5.4	-1.8	2.3	-4.5	6.7	10.6	-15.8	0.2
O=C(COc1ccc(/C=N/NC(=O)c2ccccc2O)cc1)Nc1ccc([N+](=O)[O-])cc1
  -2.1	5.5	4.7	-0.8	-24.1	3.2	3.0	-9.3	0.3
CC(=O)Nc1ccc(-c2csc(NC(=O)C3CCN(S(=O)(=O)c4cccs4)CC3)n2)cc1
  -12.7	9.3	-0.9	1.6	-1.7	5.4	10.9	-17.6	0.0
Cc1ccc(NC(=O)COc2ccc(Br)cn2)cc1
  -4.1	-5.9	0.9	1.2	-8.2	.	1.4	-2.0	1.1
Clc1ccc(OCc2nn3c(C4CCCCC4)nnc3s2)c(Cl)c1
  -8.7	7.3	-2.6	-0.4	-17.4	14.5	-3.0	-17.1	1.7
COc1ccc(/C=C/C(=O)NCC(=O)N/N=C/c2cc(Br)ccc2OCc2ccccc2)cc1
  -3.7	3.4	0.3	-0.3	3.1	-1.3	3.5	-11.6	0.2
NC(=O)c1nsc(C(=O)N(CC(=O)NC2CCCC2)c2cnc3ccccc3c2)c1N
  -1.6	-1.7	2.4	-3.3	-4.4	.	-9.9	-41.5	0.2
Cc1ccc(C)n1C(Cc1ccccc1)C(=O)O (configuration not stated)
  -9.6	-6.6	-6.3	0.1	12.1	-2.0	2.7	-16.4	-1.8
Cc1cc(C)n(Cc2nc3ccccc3n2C)n1
  -7.2	-18.3	0.1	-1.2	11.9	-0.3	6.3	-15.9	-2.7
COc1ccc(C2NC(C(=O)O)Cc3c2[nH]c2ccccc32)cc1CN1CCN(c2ccc(F)cc2)CC1 (configuration not stated)
  -1.4	-20.4	7.8	8.6	-6.8	.	-5.3	7.5	1.1

Some values from the entries so far.
RBBP9 inhibitor result of COc1ccc(C(=O)Nc2ccc(OCc3ccccc3)cc2)cc1[N+](=O)[O-] = 0.2
NPY-Y1 antag result of COc1ccc(/C=C2\CCCc3c2nc2ccccc2c3C(=O)OCC(=O)c2c(N)n(C)c(=O)n(C)c2=O)cc1 = -3.5

Following part.
Sequence of screens: RBBP9 inhibitor	NPY-Y2 PAM-ag	Runt-CBFb FRET	Ba/F3 V617F tox	NPY1 pot ag	NPY-Y1 antag	BaF3 parental	S1P4 antag	S1P4 ag
C=C(C)c1cccc(C(C)(C)NC(=O)N2CCN(CC)CC2)c1
  -2.4	5.4	-2.8	-4.5	28.5	7.2	2.2	2.0	-0.8
COc1ccc(CC(=O)NC(C)c2nnc(SCC(=O)c3ccc(Br)cc3)n2C)cc1 (configuration not stated)
  -0.6	12.4	3.6	-1.3	3.7	1.1	2.1	3.7	0.1
COc1ccccc1C1(O)CCN(CC(=O)Nc2nc(-c3ccccc3)cs2)CC1
  2.3	4.9	-5.3	-1.9	28.7	2.9	-1.6	-14.6	21.4*
CC(C)C(=O)NN(C(=O)C(C)C)c1nc2ccccc2s1
  -7.4	1.5	-0.2	-2.1	1.5	.	-3.9	-13.5	1.2
COc1ccc(OCC(=O)Nc2nccs2)cc1
  -2.6	-1.2	-1.9	-2.7	8.6	-2.8	7.7	-23.1	0.6
Nc1nc(CSC(=S)N2CCN(c3ccccc3)CC2)nc(Nc2ccccc2)n1
  -15.1	-7.7	1.0	2.0	4.2	3.4	4.7	-12.5	0.2
CCOC(=O)c1cnn2c1[nH]c(=O)c1ccccc12
  14.0	-18.7	-1.0	-2.2	-15.7	-8.2	5.8	0.4	254.7*
O=C(Nc1ccc(F)cc1F)N1CCCCC1c1cccnc1 (configuration not stated)
  -6.7	-19.0	-0.7	-0.5	9.3	-1.1	5.3	1.3	-0.5
CC(C)NC(=O)CN1CCN(Cc2nc(C(c3ccccc3)c3ccccc3)no2)CC1
  -9.3	3.2	-3.0	-0.4	7.4	-1.0	0.9	-11.1	-1.6
Cn1c(SCc2nc(-c3ccc(Cl)cc3)no2)nnc1-c1ccccc1
  4.0	-16.6	-0.3	-0.1	-24.1	10.9	2.8	-2.9	0.6
COc1ccc(CN2CCN(C(=O)c3cccc(OC)c3OC)CC2)cc1OC
  -0.3	6.9	0.6	4.3	8.1	-4.6	6.7	3.0	-0.9
C=CCOc1ccc(/C=N/NC(=O)C(C)Sc2ccccn2)cc1OC (configuration not stated)
  -8.8	2.1	1.4	-1.1	1.0	9.0	-0.4	-10.7	0.8
COCCCNc1oc(-c2ccccc2Cl)nc1C#N
  -9.1	2.9	-2.0	3.1	-3.0	3.3	9.5	-12.1	-0.9
C#CCOCCOCCOCCNc1nc(N2CCN(C(=O)Cn3cc(CC(C)O)nn3)CC2)nc(N2CCN(C(=O)[C@H](C)n3cc(CCCN=C(N)N)nn3)CC2)n1 (some centres not stated)
  -4.6	-25.2	2.6	0.9	-8.7	-1.1	7.2	-12.9	-0.3
CSC1=C(C#N)C(c2ccc(C)s2)CC(=O)N1 (configuration not stated)
  3.4	5.4	-0.9	-3.8	26.1	0.0	0.2	-3.0	3.0
O=C(N/N=C/c1ccc(F)cc1)c1sccc1OCc1ccc(F)cc1
  -2.7	-39.4	-3.1	2.2	-50.3	11.3	-0.6	-17.2	-2.0
Cc1ccc(NC(=O)c2c(F)cccc2Cl)cc1NS(C)(=O)=O
  -2.8	6.8	1.6	-1.1	-0.4	.	-0.8	-2.2	0.6
